Screening results (PubChem)
p53ts 39C tox: kills p53ts cells at the nonpermissive temperature. H1299-p53A138V viability at 39C, ATP luminescence, 24 h. Potency, µM (highest dose often 46.1 µM), for the others: at the top dose activity change, negative = cell killing, hits mostly cytotoxic. 130,000 tested, 1.5% active. AID 902; further: nearly all actives have a fitted effect of over 55% in size
p53ts 32C kill: cytotoxicity in p53ts cells at permissive temperature. Potency, µM (highest dose often 46.1 µM), for inactives: at the highest dose activity change, negative = cytotoxicity, most hits filed as cytotoxic. H1299-p53A138V at 32C, ATP luminescence viability, 24 h. AID 924. 130,000 tested, 0.93% active;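 further: 0% = DMSO and -100% = full killing by reference compound; nearly all actives have a fitted effect of over 55% in size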
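Cells: H1299 p53ts (A138V), 600/well, pre-incubated 16–30 h at 37C. Cpd up to 46 uM, 24 h, 32C. Readout: ATPlite luminescence, 20 min RT. Normalization: DMSO vs tamoxifen 100 uM. AC50 by Hill equation.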
Imprint erasure: induces erasure of genomic imprints in mouse ES cells. mouse ES Peg3-LacZ reporter, beta-gal luminescence, 40 h. Potency, µM (highest dose often 60.7 µM), without a hit: at the top dose activity change, positive = activation, hits mostly activators. 110,000 tested, 0.02% active. AID 1948;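 further: 0% = negative control wells on the plate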
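Each well holds 300 Peg3LacZ-Neo (maternal) female ES cells incubated 40 h at 37C, 5% CO2. LacZ is measured by BetaGlo luminescence, with AC50 and maximum efficacy derived from dose-response curves.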
IkB signaling: inhibitors of IkB signaling in ABC-DLBCL cells. ABC-DLBCL IkBa-CBG/CBR dual luciferase ratio, 4 h; response scale: scaled: untreated 0%, proteasome inhibitor 100%. Potency, µM (top dose mostly 57.1 µM), for the others: top-dose IkBa stabilization activation. 110,000 tested, 0.04% active. AID 445; active means well fitted curve in the direction sought with a large enough effect in the signal ratio, not every such curve was filed as active; inconclusive means small, poorly fitted or top-dose-only effect, or a change in a side signal; the % refers to the signal ratio;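 further: the direction sought is a rising ratio; 0% = basal untreated cells and 100% = reference inhibitor full response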
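In this assay, an IκBα–CBG68 fusion accumulates when IKK-driven degradation is blocked; native CBR normalizes for cell number. OCI-Ly3 cells were treated 4 h with compound and doxycycline, then green and red light read after Chroma-Glo addition.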
An asterisk follows results filed as active; [ ] = remark or other dose. Unless noted, the call rests on the fitted dose curve; in most records, active means well fitted curve in the direction sought with a large enough effect; inconclusive means small, poorly fitted or top-dose-only effect, or another doubt; inactive means no such curve, though single readings can be large; an effect the other way counts as inactive or inconclusive. Unless noted, on the % scale 0 is the no-effect control and ±100 the full control effect; potency means the concentration at half of the fitted maximal effect.

`O=C(NCCN1CCN(c2ccccc2F)CC1)C1c2ccccc2C(=O)N2CCc3ccccc3C12` (centres undefined) gave p53ts 39C tox -11%, p53ts 32C kill 17%, Imprint erasure -11% and IkB signaling inconclusive.
Screening CC1CCN(C(=O)CNC(=O)Cn2ccc3ccccc3c2=O)CC1 returned p53ts 39C tox 8%, p53ts 32C kill 14%, Imprint erasure -11% and IkB signaling -1.1%.
For CCN(CC)S(=O)(=O)c1cc(C(=O)Nc2ccccc2C(=O)O)ccc1OC the results were p53ts 39C tox inconclusive, p53ts 32C kill 13µM*, Imprint erasure -11% and IkB signaling 3.8%.
CC(=O)c1ccc(N2CCN(C(=O)CCc3nnc4n(C)c(=O)c5sccc5n34)CC2)cc1 was read as p53ts 39C tox 11%, p53ts 32C kill 4%, Imprint erasure -7%[10.9 µM] and IkB signaling -2.9%.
Screening CCOc1ccccc1CN1CCc2nc(N3CCN(c4ccccc4F)CC3)ncc2C1 returned p53ts 39C tox -8%, p53ts 32C kill -8%, Imprint erasure -17%[10.9 µM] and IkB signaling inconclusive.
Screening COc1ccc(-c2cc(C(=O)Nc3ccn(Cc4ccc(C)cc4)n3)no2)cc1OC returned p53ts 39C tox 5%, p53ts 32C kill -7%, Imprint erasure -8%[10.9 µM] and IkB signaling 3.2%.
`CCOc1ccc(NC(=O)CCc2nc3cccnc3n2-c2ccccc2)cc1` gave p53ts 39C tox -9%, p53ts 32C kill -4%, Imprint erasure 19%[10.9 µM] and IkB signaling 1.7%.
`CCN(CC)CCCC(C)n1c(-c2ccccc2)nc2c(N(CCOC)CCOC)nc(C)nc21` (centres undefined) gave p53ts 39C tox -5%, p53ts 32C kill -3% and Imprint erasure -12%.
`CCOCCCn1c(=N)c(S(=O)(=O)c2ccc(C)cc2)cc2c(=O)n3ccccc3nc21` gave p53ts 39C tox -6%, p53ts 32C kill 7%, Imprint erasure -7%[10.9 µM] and IkB signaling -2.5%.
For Cc1ccccc1NC(=O)CSc1nnc(Cc2cccn2C)n1-c1ccc(F)cc1 the results were p53ts 39C tox -1%, p53ts 32C kill -7%, Imprint erasure -7% and IkB signaling 2.3%.
For COC(=O)c1ccc(COc2cc(O)c3c(c2)OC(C)(C)CC3=O)cc1 the results were p53ts 39C tox -7%, p53ts 32C kill -11%, Imprint erasure -8% and IkB signaling 1.4%.
CCOC(=O)N1CCN(C(=O)c2ccccc2NC(=O)c2ccc(OC)cc2)CC1 was read as p53ts 39C tox 12%, p53ts 32C kill 4%, Imprint erasure -10% and IkB signaling -2.9%.

Three successive compounds from above, for reference:
For CCN(CC)S(=O)(=O)c1cc(C(=O)Nc2ccccc2C(=O)O)ccc1OC the results were p53ts 39C tox inconclusive, p53ts 32C kill 13µM*, Imprint erasure -11% and IkB signaling 3.8%.
CC(=O)c1ccc(N2CCN(C(=O)CCc3nnc4n(C)c(=O)c5sccc5n34)CC2)cc1 was read as p53ts 39C tox 11%, p53ts 32C kill 4%, Imprint erasure -7%[10.9 µM] and IkB signaling -2.9%.
Screening CCOc1ccccc1CN1CCc2nc(N3CCN(c4ccccc4F)CC3)ncc2C1 returned p53ts 39C tox -8%, p53ts 32C kill -8%, Imprint erasure -17%[10.9 µM] and IkB signaling inconclusive.

Next part.
O=C(c1ccc(=O)oc1)N1CCCc2ccccc21 was read as p53ts 39C tox 0%, p53ts 32C kill 3%, Imprint erasure -13% and IkB signaling 2.3%.
For COC(=O)CC1C(C)(C)C(O)C2CC3=C4CC(O)OC(c5ccoc5)[C@]4(C)CCC3[C@@]1(C)C2=O (some centres undefined) the results were p53ts 39C tox -2%, p53ts 32C kill 18% and Imprint erasure -4%.
`CC(C)(C)OC(=O)N1CCC(c2c(C(=O)NCc3ccccc3)cnn2-c2cccc(F)c2)CC1` gave p53ts 39C tox -12%, p53ts 32C kill 5%, Imprint erasure -9%[10.9 µM] and IkB signaling inconclusive.
CC1CCN(C(=O)COC(=O)c2cc3ccccc3cc2O)CC1 was read as p53ts 39C tox -12%, p53ts 32C kill -7%, Imprint erasure -55%[inhibitor] and IkB signaling inconclusive.
For CC(=O)Nc1ccc(C(=O)CSc2nnc(C)o2)cc1 the results were p53ts 39C tox 9%, p53ts 32C kill 1%, Imprint erasure -3% and IkB signaling -1.2%.
Screening Cc1cc(N2CCN(C/C=C/c3ccccc3)CC2)n2ncnc2n1 returned p53ts 39C tox -13%, p53ts 32C kill -1%, Imprint erasure -16% and IkB signaling 9.1%.
`CNC(=O)C1CCC(Cn2c(=O)c3sccc3n(CC(=O)N3CCCC3)c2=O)CC1` (centres undefined) gave p53ts 39C tox 1%, p53ts 32C kill 2%, Imprint erasure 5%[10.9 µM] and IkB signaling -1.6%.
For CCOc1ccc(CC(=O)Nc2cccc(-c3nc4cccnc4s3)c2C)cc1 the results were p53ts 39C tox -2%, p53ts 32C kill 23%, Imprint erasure 9%[10.9 µM] and IkB signaling inconclusive.
`CCN1CCN(c2ccc(NC(=O)c3cccnc3)cc2Cl)CC1` gave p53ts 39C tox -9%, p53ts 32C kill -9% and IkB signaling 1.8%.
Screening CC(=O)c1cc(-c2ccccc2)n(CC(=O)NCc2cccs2)c1C returned p53ts 39C tox -15%, p53ts 32C kill -6%, Imprint erasure -8% and IkB signaling 1.3%.
COC(=O)c1cc(Cl)c(NS(=O)(=O)c2ccccc2)cc1OC was read as p53ts 39C tox 8%, p53ts 32C kill -11%, Imprint erasure -11% and IkB signaling -0.5%.
`O=C(NCC(c1cccnc1)N1CCOCC1)C(=O)Nc1ccc(F)cc1` (centres undefined) gave p53ts 39C tox -26%, p53ts 32C kill -5%, Imprint erasure -14%[10.9 µM] and IkB signaling inconclusive.

Compounds from the list above that have a Cl atom (2):
`CCN1CCN(c2ccc(NC(=O)c3cccnc3)cc2Cl)CC1` gave p53ts 39C tox -9%, p53ts 32C kill -9% and IkB signaling 1.8%.
COC(=O)c1cc(Cl)c(NS(=O)(=O)c2ccccc2)cc1OC was read as p53ts 39C tox 8%, p53ts 32C kill -11%, Imprint erasure -11% and IkB signaling -0.5%.

Additional results follow.
Screening CCOC(=O)N1CCC(Nc2c(OCC)c(=O)c2=O)CC1 returned p53ts 39C tox 0%, p53ts 32C kill 0%, Imprint erasure -7% and IkB signaling 4.6%.
Screening Cc1cc(C)cc(-n2ccnc2SCC(=O)Nc2nccs2)c1 returned p53ts 39C tox 12%, p53ts 32C kill -9%, Imprint erasure -13% and IkB signaling 1.8%.
For CC1CCc2nc(NC(=O)c3ccco3)sc2C1 (centres undefined) the results were p53ts 39C tox 2.5µM*, p53ts 32C kill 2.5µM*, Imprint erasure -83%[inhibitor] and IkB signaling inconclusive.
`CCOC(=O)c1[nH]c(C)c(C(=O)Nc2ccc(C)cc2C)c1C` gave p53ts 39C tox -14%, p53ts 32C kill -9%, Imprint erasure -12% and IkB signaling -1.1%.
`CCOc1ccc(C(=O)N2CCCC2)cc1OC` gave p53ts 39C tox 9%, p53ts 32C kill 3%, Imprint erasure -1% and IkB signaling 1.7%.
For CCC1=C(OC(=O)N(CC)CC)N2C(=O)OC(=NCCc3c[nH]c4ccccc34)[C@]2(Cc2ccccc2)[C@H]2C1=CC[C@H]1C(=O)N(c3ccccc3)C(=O)[C@H]12 the results were p53ts 39C tox -7%, p53ts 32C kill 3% and Imprint erasure -12%.
`O=c1c(N2CCN(c3cccc(Cl)c3)CC2)csc2ccccc12` gave p53ts 39C tox inconclusive, p53ts 32C kill inconclusive, Imprint erasure -22%[10.9 µM] and IkB signaling inconclusive.
For O=C(Nc1cccc(C(F)(F)F)c1)c1ccc(F)c(S(=O)(=O)N2CCc3ccccc3C2)c1 the results were p53ts 39C tox -26%, p53ts 32C kill -2%, Imprint erasure -23%[10.9 µM] and IkB signaling inconclusive.
Screening COc1ccc(CNC(=O)CCCNS(=O)(=O)c2cccc3nonc23)cc1 returned p53ts 39C tox -8%, p53ts 32C kill 5%, Imprint erasure -17% and IkB signaling 1.9%.
For CCOc1cc(C2CC(=O)N3CN(C4CCCCC4)CSC3=C2C#N)ccc1O (centres undefined) the results were p53ts 39C tox 1%, p53ts 32C kill 1%, Imprint erasure -13% and IkB signaling 0.7%.
Nc1nnnn1/N=C/C(Br)=C/c1ccccc1 was read as p53ts 39C tox inconclusive, p53ts 32C kill 65%[activator], Imprint erasure -26% and IkB signaling inconclusive.
`CCOC(=O)Cc1csc(NS(=O)(=O)c2ccc3c4c(cccc24)C(=O)N3CC)n1` gave p53ts 39C tox -5%, p53ts 32C kill -2%, Imprint erasure -6% and IkB signaling 20%.
`CCS(=O)(=O)N1CCC(c2nc(-c3ccc(C)cc3)no2)CC1` gave p53ts 39C tox -8%, p53ts 32C kill -7%, Imprint erasure -18% and IkB signaling 1.5%.
Cc1ccc(-c2cc(C(=O)NCCN3CCOCC3)no2)cc1 was read as p53ts 39C tox 1%, p53ts 32C kill -6%, Imprint erasure -9% and IkB signaling -2.2%.
O=C1CC(N2CCN(c3ccc(S(=O)(=O)N4CCOCC4)cc3)CC2)C(=O)N1Cc1ccccc1 (centres undefined) was read as p53ts 39C tox 2%, p53ts 32C kill 5%, Imprint erasure -20% and IkB signaling 2.4%.
O=c1cc(N2CCc3ccccc3C2)[nH]c(=O)n1-c1ccc(Cl)cc1 was read as p53ts 39C tox -6%, p53ts 32C kill -5%, Imprint erasure -11% and IkB signaling -0.8%.
Screening CN(C)CCCOc1nn(Cc2ccccc2)c2ccccc12 returned p53ts 39C tox -19%[20.6 µM], p53ts 32C kill -4%[20.6 µM], Imprint erasure -16%[16.8 µM] and IkB signaling 2.6%[25.6 µM].
CCNc1ncc2ncc(=O)n(Cc3cccs3)c2n1 was read as p53ts 39C tox 1%, p53ts 32C kill 20%, Imprint erasure -12% and IkB signaling 0.4%[11.4 µM].
Screening O=C(O)[C@@H](c1ccccc1)[C@@H](C(=O)O)c1ccccc1 returned p53ts 39C tox 3%[9.22 µM], p53ts 32C kill -4%[9.22 µM], Imprint erasure -9%[10.9 µM] and IkB signaling 1.3%[11.4 µM].
`COc1ccc(N2CCN(S(=O)(=O)CCNC(=O)COc3ccccc3F)CC2)cc1` gave p53ts 39C tox -14%, p53ts 32C kill 4%, Imprint erasure -11%[10.9 µM] and IkB signaling inconclusive.
Screening CCc1ccccc1N1CSC2=C(C#N)C(c3cc(OC)c(OC)cc3OC)CC(=O)N2C1 (centres undefined) returned p53ts 39C tox -10%, p53ts 32C kill 8%, Imprint erasure -16% and IkB signaling 4.1%.
For CC(C)Cn1c(N)c(C(=O)CSc2nnnn2-c2ccc(Cl)cc2)c(=O)n(C)c1=O the results were p53ts 39C tox -4%, p53ts 32C kill -2%, Imprint erasure -9% and IkB signaling -0.2%.
For COc1ccccc1NC(=O)c1cccc(NC(=O)c2ccco2)c1 the results were p53ts 39C tox 3%, p53ts 32C kill -2%, Imprint erasure 4% and IkB signaling 1.3%.
`COc1cc(CC(=O)OC2CCOC2=O)cc(OC)c1OC` (centres undefined) gave p53ts 39C tox 0%, p53ts 32C kill 6%, Imprint erasure -1% and IkB signaling -1.0%.
`COc1ccccc1OC(C)C(=O)Nc1c(C(=O)c2ccc(Cl)cc2)oc2ccccc12` (centres undefined) gave p53ts 39C tox 7%, p53ts 32C kill -2%, Imprint erasure 15%[10.9 µM] and IkB signaling -2.4%.
Screening CNc1cc(-n2nc(C)cc2-c2ccccc2)ncn1 returned p53ts 39C tox 6%, p53ts 32C kill 1%, Imprint erasure -5% and IkB signaling -0.1%.
Screening CCOc1ccccc1CN(Cc1ccco1)S(=O)(=O)c1ccc(-n2cnnn2)c(OC)c1 returned p53ts 39C tox 8%, p53ts 32C kill 22%, Imprint erasure -17% and IkB signaling 1.1%.
